SSB-PriA inh: K. pneumoniae PriA-SSBct interaction inhibition | AlphaScreen SSBct-PriA binding, biotinylated peptide | inhibition, % at 33 µM | actives 0.6% (n = 430,000) | AID 1272365; in the data active = inhibition mostly above about 37%, no sharp cut-off; inactive = mostly below about 20%;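 note: plate controls were negative control peptide for no effect and reference peptide for full effect; strong numbers were not always called active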
* = called active by the depositor; i = inactive; & = joins results of further samples. Not all compounds are listed; rates above refer to the full screens.

Molecule	SSB-PriA inh
COc1ccc(S(=O)(=O)N2CCCCC2CC(=O)Nc2ccon2)cc1 (stereo not given)	-14
COC(=O)C1CCN(C(=O)C(=O)c2c[nH]c3ccccc23)CC1	6
O=C(/C=C/c1ccccc1)NCCN1CCn2cc(OCc3ccccc3)c(=O)cc2C1=O	-13
Cc1ccc(-c2ccnc(SCC(=O)Nc3ccccc3C)n2)cc1C	-8
Cc1nnc(CNC(=O)C2CN(C(=O)c3c[nH]c4ccccc34)C2)o1	-8
Cc1ccc2nc(C)c(NC(=O)c3ccc(S(N)(=O)=O)cc3)c(=O)n2c1	-14
O=C(Cn1cc(-c2nc(-c3cccs3)no2)ccc1=O)NCc1ccco1	-3
COCCN(Cc1ccoc1)S(=O)(=O)c1ccccc1Br	-2
Cc1ncn(CC(=O)Nc2ccccc2-c2csc(-c3ccccc3F)n2)c(=O)c1C	-2
CC(C)(C)OC(=O)N1CCN(CC/C(N)=N\O)CC1	9
CSc1ccc(NC(=O)COc2ccc(Cl)cc2)nn1	-5&-3
O=C(NCC1CCN(c2ccccn2)CC1)C(=O)Nc1ccc(OC(F)(F)F)cc1	-12
O=c1c2nccnc2n(Cc2c(F)cccc2Cl)c(=O)n1Cc1ccc(F)cc1	-2
COc1cn(CC(=O)Nc2ccc(OC(F)(F)F)cc2)c(CSc2ccc(F)cc2)cc1=O	-5
COc1cc(C(=O)NCCCc2ccc(N(C)C)cc2)cc(OC)c1OC	-1
COc1ccc(CC(C)(O)CNC(=O)Cc2ccc(S(=O)(=O)C(C)C)cc2)cc1 (stereo not given)	9
CO/N=C(\C(=O)N[C@@H]1C(=O)N2C(C(=O)O)=C(COC(C)=O)CS[C@H]12)c1csc(N)n1	i
CCOc1ccc2nc(N(CCN(C)C)C(=O)c3ccc(F)cc3)sc2c1	14
CN(C(=O)Cn1c(-c2ccccn2)nc2ccccc21)c1ccccc1	-1
CN(C)c1ccc(-c2nc3ccccn3c2N=Cc2ccc(Br)cc2)cc1	20

Molecule	SSB-PriA inh
Cc1sc(NC(=O)c2ccc(F)cc2)c(CN2CCCCC2C)c1C (stereo not given)	0
O=C(Nc1nc2ccc3ccccc3c2s1)c1cccc(C(=O)Nc2nc3ccc4ccccc4c3s2)n1	4
CC(O)=c1c(=O)nc2ccc(Cl)c3c2=c1c1ccccc1c3=O	-1
CCOC(=O)c1sc(-c2ccccc2)cc1NC(=O)CCCS(=O)(=O)Cc1ccccc1	-6
COc1ccc(F)cc1S(=O)(=O)NCCC(O)c1cccc2ccccc12 (stereo not given)	4
CCc1cccc2sc(N3CCN(C(=O)NCc4cccs4)CC3)nc12	-5
O=C(NCCn1ncc2c(N3CCOCC3)ncnc21)C1CC1	-10
O=C(COc1cccc2c1CCN(Cc1ccc(F)cc1)C2=O)Nc1ccc(Br)cc1	3
Cc1ccc(NCC(=O)NN=Cc2c[nH]c3ccccc23)cc1	18
COc1ccc(S(=O)(=O)Nc2ccc3c(c2)NC(=O)C(C)(C)CO3)cc1Cl	4
CN1CCCc2cc(CCNC(=O)C(=O)Nc3cccc(C(F)(F)F)c3)ccc21	21
COc1cc2c(c(O)c1OC)CC(=O)CCC2	-15
O=C(CSc1ccc2nc(-c3ccccc3)cn2n1)Nc1nccs1	-28
COc1ccc(OCC(=O)NN=C/C(C)=C/c2ccco2)c(Br)c1	17
COc1c(C)cc(S(=O)(=O)NCC2CCN(Cc3ccco3)CC2)cc1C	1
COc1cccc(C2SCCN2S(=O)(=O)c2cc3c4c(c2)CCN4C(=O)CC3)c1 (stereo not given)	1
COc1ccc(CC(=O)Nc2nnc(-c3ccccc3C)s2)cc1	11
O=C(NC(=O)N(c1ccc(Cl)cc1)S(=O)(=O)c1ccccc1)Nc1cccc([N+](=O)[O-])c1	-14
COC(=O)c1c(-c2cccs2)csc1NC(=O)CSc1nnc2cc(C)c3ccccc3n12	13
Cc1ccc(OC2CCN(C(=O)CN(C)S(C)(=O)=O)C2)nn1 (stereo not given)	-13

Molecule	SSB-PriA inh
Cc1c(C(=O)O)c(=O)n(-c2ccccc2)n1C	-12
CC(C)c1cc(=O)n2c(n1)SCC2CC(=O)Nc1ccc(OC(F)(F)F)cc1 (stereo not given)	-2
Cc1nc(NC(=O)CN(C)c2nc3c(C)ccc(C)c3s2)sc1C	-11
O=C(COc1ccc(Cl)cc1Cl)N1CC(S(=O)(=O)C2CCCCC2)C1	-14
O=C(O)C1CCCCC1C(=O)NCCc1csc(-c2ccccc2)n1 (stereo not given)	-17
Cc1cc(C)c(S(=O)(=O)NC2CCCC2)cc1C	0
O=C(c1cc(C(F)(F)F)cc(C(F)(F)F)c1)N1CCC(c2nc3ccccc3[nH]2)CC1	15
Cc1ccc(C=NNC(=O)CNC(=O)c2cccs2)o1	-17
Cc1cc(C(=O)NN=Cc2cccc(OC(=O)c3cccc(Br)c3)c2)n[nH]1	3
COc1cc(OC)c(NC(=O)CN2CCC(Cn3c(C)nc4ccccc43)CC2)cc1Cl	-1
O=C1CSC(=NN=Cc2ccccc2)N1c1ccc(O)cc1	-13
Cn1nc(C(=O)N2CCN(c3ccc(F)c(Cl)c3)CC2)ccc1=O	13
O=C(NC(c1ccccc1)c1ccccc1)c1cccc(Oc2ccccn2)c1	0
CCc1ccc(S(=O)(=O)Nc2ccc3c(c2)N(C(=O)c2ccco2)CC3)s1	10
COc1ccc(Cl)cc1NC(=O)C(=O)NC1CCCC1	-4
CCOc1cc(C(=O)Nc2nnc3n2CCCS3)cc(OCC)c1OCC	-9
CN1CCN(N=Cc2ccc(Br)cc2)CC1	1
Cc1ccc(SCCC(=O)Nc2sc3c(c2C(N)=O)CCN(C(C)C)C3)cc1	7
O=C(C1CCN(c2ccc(-c3ccc(F)cc3)nn2)CC1)N1CCN(CCc2ccccc2)CC1	-10
COc1cc(C=NN2CCN(Cc3ccc(Cl)cc3)CC2)cc(Br)c1O	28

Molecule	SSB-PriA inh
O=C(/C=C/c1cccs1)NCCn1ccnc1-c1ncccn1	116*
CCOC(=O)N1CCN(S(=O)(=O)c2ccc(C(=O)Nc3ccc4nc(C)sc4c3)cc2)CC1	-17
COc1cccc2sc(Nc3sc4c(c3C(N)=O)CCCC4)nc12	28
Cc1cc(=O)[nH]c(-n2nc(-c3ccco3)cc2NC(=O)Cc2cccs2)n1	-3
CCSc1nnc(NC(=O)c2cc(=O)c(OC)co2)s1	-11
Cc1cccc(NC(=O)NCc2sc3nc(-c4ccc(F)cc4)cn3c2C)c1C	-21
Cc1ccc(C=NN2CCN(c3ccncc3S(=O)(=O)N3CCCCC3)CC2)cc1	14
COc1ccc(-c2cc(-c3ccc(Cl)cc3)nc(SCC(=O)Nc3nc(-c4ccccc4)ns3)c2C#N)cc1	-20&-3
O=C(CSc1ccc(F)cc1)N1CCCC(Cc2nc(C3CC3)no2)C1 (stereo not given)	0
COc1c2ccc(C(=O)N3CCN(c4ncccn4)CC3)cc2nn1C	-8
O=C(CCOc1ccccc1)N1CCN(c2nc3ccc(Cl)cc3s2)CC1	-16&1
Cc1csc(CN2CCNCC2)n1	3
O=C(Nc1ccccc1-c1nc2ccccc2[nH]1)C1COc2ccccc2O1 (stereo not given)	1
CC(C)Sc1ccc(CC(=O)N2Cc3cncnc3C2)cc1	-21
COc1ccc(Cl)cc1NC(=O)CSc1nnc(-c2ccccn2)n1-n1cccc1	-11
COC(=O)C1C2c3ccccc3OC1(C)N=c1sc(=Cc3cn(C)nc3C)c(=O)n12 (stereo not given)	-1
CCOC(=O)c1ccc(S(=O)(=O)NCCn2nc(-c3cccnc3)ccc2=O)cc1	-5
CC1(C)COc2cc(NC(=O)COc3ccccc3)ccc2NC1=O	15
CCOc1cccc2c1OC1(C)CC2NC(=O)N1c1cccc(Br)c1 (stereo not given)	7
Cc1csc(SCc2cc(=O)c(OC(=O)c3ccco3)co2)n1	4

Single entries from above.
Result of COc1ccc(Cl)cc1NC(=O)CSc1nnc(-c2ccccn2)n1-n1cccc1 in SSB-PriA inh: -11
Result of Cc1cccc(NC(=O)NCc2sc3nc(-c4ccc(F)cc4)cn3c2C)c1C in SSB-PriA inh: -21
Result of CCOC(=O)c1ccc(S(=O)(=O)NCCn2nc(-c3cccnc3)ccc2=O)cc1 in SSB-PriA inh: -5

More results:
Molecule	SSB-PriA inh
Cn1nc(CN(Cc2ccco2)S(=O)(=O)c2ccc3c(c2)CCO3)cc1C1CC1	-12
O=C(NCc1cccnc1)c1cc(-n2cccn2)ccn1	-1
O=C(Nc1ccccc1-c1nc2ccccc2[nH]1)C1CCN(S(=O)(=O)c2cccs2)CC1	0
C=CCn1c(SCC(=O)Nc2cccc(-c3nc4ccccc4s3)c2)nc2scc(-c3ccccc3Cl)c2c1=O	-7&-5
Brc1ccc2nc(-n3nnc4ccccc43)nc(-c3ccccc3)c2c1	-15
COc1ccc(NC(=O)CSc2nnc3c(C)cc4ccccc4n23)cc1	-1
COCCNC(=O)CCc1csc(NC(=O)c2cccs2)n1	-13
Cc1nc(-c2cccs2)sc1CNC(=O)Cn1cncn1	-10
N#Cc1ccc(-c2csc(NC(=O)[C@@H]3CCCN3S(=O)(=O)c3ccc(Cl)s3)n2)cc1	7
Cc1c(Cl)ccc2sc(N(Cc3ccccn3)C(=O)c3ccccc3S(C)(=O)=O)nc12	10
O=C(Cc1ccccc1)NN=Cc1cccc([N+](=O)[O-])c1	-7
COc1nn(C)cc1C(=O)NCCc1csc(-n2cccn2)n1	-2
CN(C)CCN1C(=O)C(=O)C(=C(O)c2ccc(F)cc2)C1c1ccccc1 (stereo not given)	-3
CNC(=O)C1Cc2ccccc2N1C(=O)CCC1CCCC1 (stereo not given)	-15
O=C(CSc1ncc(-c2ccc(Cl)c(Cl)c2)n1-c1ccc(OC(F)F)cc1)N1CCCC1	38*
Cn1cc(S(=O)(=O)NCC2CCN(C(=O)NC(C)(C)C)CC2)cn1	-8
Cc1ccc(-n2nc3c(c2NC(=O)c2ccc(C(C)(C)C)cc2)C[S@](=O)C3)cc1	-8
O=C(CCCS(=O)(=O)c1ccccc1)Nc1nnc(-c2ccc(Br)s2)o1	3
COc1cn2c(cc1=O)C(=O)N(CCNC(=O)C1(c3ccc(Cl)cc3)CCCC1)CC2	-15&-13
C=CCn1c(SCC(=O)N2CCOCC2)nc2scc(-c3ccc(C)c(C)c3)c2c1=O	-5

Exported with each value named: part of the list above
Cc1ccc(OC2CCN(C(=O)CN(C)S(C)(=O)=O)C2)nn1 (stereo not given)
  SSB-PriA inh: -13
Cc1c(C(=O)O)c(=O)n(-c2ccccc2)n1C
  SSB-PriA inh: -12
CC(C)c1cc(=O)n2c(n1)SCC2CC(=O)Nc1ccc(OC(F)(F)F)cc1 (stereo not given)
  SSB-PriA inh: -2
Cc1nc(NC(=O)CN(C)c2nc3c(C)ccc(C)c3s2)sc1C
  SSB-PriA inh: -11

The list continues:
Molecule	SSB-PriA inh
CCCS(=O)(=O)N1CCc2ccc(NC(=O)CCc3ccccc3)cc2C1	-9
Cc1ccc(C(=O)CSc2nnc3c(n2)[nH]c2ccccc23)cc1	-5
C=CCN1C(=O)CSC1=Nc1nccs1	-23
O=C(CSc1ccc(F)cc1)N1CCSC(c2ccccc2Cl)CC1 (stereo not given)	-10
COc1ccc(N(CC(=O)NN=Cc2ccc(C(=O)O)cc2)S(=O)(=O)c2ccc(NC(C)=O)cc2)cc1	1
O=C(c1ccc(-c2ccsc2)cc1)N1CCCC(S(=O)(=O)c2ccc(F)cc2)C1 (stereo not given)	-9
COc1ccc(OCCS(=O)(=O)Nc2ccccc2-c2ccccc2)cc1	-18
N#C/C(=C\c1ccc([N+](=O)[O-])o1)c1nc(C2CC2)cs1	6
O=C(Nc1cccc([N+](=O)[O-])c1)c1cnc2sccn2c1=O	3
COc1ccc(OC)c(S(=O)(=O)Nc2ccc(-c3cn4nc(OC)ccc4n3)cc2)c1	-8
O=S(=O)(Cc1cccc(Cl)c1)NCC(c1ccco1)N1CCc2ccccc2C1 (stereo not given)	-16
Cc1cc(=O)[nH]c2nnc(Nc3ccccc3)n12	-14
CC(C)(C)n1nc2c(c1NC(=O)c1cccs1)CS(=O)(=O)C2	-20
CN(C)N=Cc1ccc(C=NNC(N)=S)o1	-18
CCCCC(=O)NN=Cc1c(O)n(CCc2ccccc2)c(=O)[nH]c1=O	-4
CO[C@@H](CNC(=O)c1snnc1C)c1ccsc1	1
Cc1nnc(C2CCN(CC(=O)Nc3ccc(C(F)(F)F)cc3)CC2)s1	2
COC(=O)c1ccc(C(=O)Nc2nc3c(SC)cccc3s2)cc1	-3
O=C(CCc1csc2nc(-c3ccc(Cl)cc3)cn12)N1CCc2ccccc2C1	1
Cc1ccc2[nH]c3c(=O)n(CCC(=O)NCCC4=CCCCC4)cnc3c2c1	-7

Two of the compounds above, as labelled records.
molecule: Cc1cc(=O)[nH]c2nnc(Nc3ccccc3)n12
  SSB-PriA inh: -14
molecule: CC(C)(C)n1nc2c(c1NC(=O)c1cccs1)CS(=O)(=O)C2
  SSB-PriA inh: -20

Next section
Molecule	SSB-PriA inh
O=C(Nc1cc(F)ccc1F)N1CCN(c2ccc(-c3ccco3)nn2)CC1	-8&-1
O=C(COc1ccccc1)NCCn1nc(-c2cccnc2)ccc1=O	-1
N#Cc1ccc(Cl)cc1NC(=O)C(=O)NCCc1ccc(N2CCCC2)cc1	-23
COC(=O)c1ccc(C(=O)NCc2nn(C3CCCC3)c(=O)c3ccccc23)cc1	-3
CC(=NNC(=O)c1cccs1)c1cccs1	-5
Cc1ccc2nc(NC(=O)C3(c4cccs4)CCOCC3)sc2c1	-4&13
O=C(Cc1ccc(Cl)cc1)NCCCN1CCN(c2ccccc2)CC1	-7
COc1ccc(OC)c(NS(=O)(=O)c2cccc3ccccc23)c1	-1
